Source: PubChem BioAssay
APJ antagonist – APJ receptor antagonism | P35414 | CHO-K1 APJ beta-arrestin complementation, luminescence | inhibition, % at 20 µM | hit rate 0.32% among 330,000;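 active = inhibition above about 40% at 20 µM, limit read from the data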;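 note: cells challenged with 10 nM apelin-13 agonist together with compound; plate controls were apelin-13 plus DMSO wells for no effect and DMSO wells lacking apelin-13 for full effect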
Target sequence (P35414 whole entry, looked up): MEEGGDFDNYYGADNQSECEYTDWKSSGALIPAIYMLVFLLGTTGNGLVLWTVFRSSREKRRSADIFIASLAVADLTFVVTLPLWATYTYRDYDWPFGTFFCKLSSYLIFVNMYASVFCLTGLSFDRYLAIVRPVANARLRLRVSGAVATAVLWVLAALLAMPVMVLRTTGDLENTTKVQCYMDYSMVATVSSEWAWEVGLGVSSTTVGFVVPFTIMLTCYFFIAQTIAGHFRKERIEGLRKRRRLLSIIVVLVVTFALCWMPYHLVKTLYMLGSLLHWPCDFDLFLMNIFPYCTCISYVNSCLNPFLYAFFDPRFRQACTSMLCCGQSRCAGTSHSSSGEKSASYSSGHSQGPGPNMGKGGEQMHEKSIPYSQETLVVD
EBI2 block – antagonists of human EBI2 receptor; P32249; EBI2 beta-arrestin recruitment, luminescence, 7a,25-OHC stimulated; inhibition, % at 5 µM; hit rate 0.81% among 360,000; AID 651636; in the data active = inhibition above about 38%;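 note: enzyme fragment complementation signal reports receptor beta-arrestin coupling in cells; 0% = agonist plus DMSO wells and 100% = wells without agonist; some results beyond the cut were filed as inactive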
Target sequence (P32249 whole entry, looked up, the tested form may be a part): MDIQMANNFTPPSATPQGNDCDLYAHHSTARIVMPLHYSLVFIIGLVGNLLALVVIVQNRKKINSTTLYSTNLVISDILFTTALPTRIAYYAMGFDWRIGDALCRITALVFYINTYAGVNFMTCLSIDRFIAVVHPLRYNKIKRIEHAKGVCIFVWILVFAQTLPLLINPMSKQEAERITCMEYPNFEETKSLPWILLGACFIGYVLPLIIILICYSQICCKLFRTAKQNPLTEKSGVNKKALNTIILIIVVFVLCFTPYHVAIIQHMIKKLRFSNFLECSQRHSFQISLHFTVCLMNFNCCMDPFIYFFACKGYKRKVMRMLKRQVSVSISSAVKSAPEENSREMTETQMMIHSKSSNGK
697 NFkB inh – lowers PMA/ionomycin-induced NF-kB signal in 697 B cells. 697 B-cell NF-kB luciferase reporter, 16 h. inhibition, % at 4 µM. hit rate 0.33% among 330,000; in the data active = inhibition above about 35%
UBC13 inh – blocks human UBC13 polyubiquitin chain formation. P61088. TR-FRET. inhibition, % at 20 µM. hit rate 0.47% among 330,000. AID 485273; in the data active = inhibition above about 45%, passing the limit was not always enough
Target sequence (P61088 whole entry, looked up): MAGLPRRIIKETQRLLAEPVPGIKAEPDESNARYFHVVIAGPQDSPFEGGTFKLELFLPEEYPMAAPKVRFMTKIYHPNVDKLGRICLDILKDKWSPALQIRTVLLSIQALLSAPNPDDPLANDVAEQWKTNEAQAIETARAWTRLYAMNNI
CXCR6 block – blocks human CXCR6 beta-arrestin recruitment; O00574; CHO-K1 PathHunter CXCR6 beta-arrestin, luminescence; hit rate 0.36% among 360,000; inhibition, % at 20 µM; in the data active = inhibition above about 34%, passing the limit was not always enough;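 note: antagonist mode with CXCL16 agonist at 10 nM final; 0% = 10 nM CXCL16 with DMSO and 100% = unstimulated wells without agonist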
Gli-Sufu block – Gli-Sufu pathway antagonism. Sufu-KO-LIGHT fibroblasts, Gli luciferase reporter luminescence. inhibition, % at 5 µM. hit rate 0.74% among 340,000. AID 588413;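 active = inhibition above about 55%, limit read from the data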;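 note: 0% = DMSO-treated cells and 100% = wells with medium but no cells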
Jurkat NFkB inh – inhibitors of the PMA/ionomycin-induced NF-kB reporter in Jurkat cells; AID 435003; inhibition, % at 4 µM; hit rate 0.53% among 330,000; PMA/ionomycin-induced NF-kB luciferase reporter, luminescence; in the data active = inhibition above about 50%
CCR6 antagonist – antagonists of human CCR6 receptor; P51684; CHO-K1 CCR6 PathHunter beta-arrestin, luminescence, CCL20-stimulated; inhibition, % at 20 µM; hit rate 0.49% among 340,000;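 active = compounds whose inhibition of the agonist-driven luminescence signal at 20 µM reaches about 50%, limit read from the data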;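 note: cells stimulated with CCL20 at 14 nM final; plate controls were DMSO with CCL20 for no effect and DMSO without agonist for full effect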
An asterisk follows results filed as active; . = no result given.

SMILES	APJ antagonist	EBI2 block	697 NFkB inh	UBC13 inh	CXCR6 block	Gli-Sufu block	Jurkat NFkB inh	CCR6 antagonist
Cc1ccc(S(=O)(=O)N(C)C)cc1NC(=O)c1cc(C(C)(C)C)nn1Cc1ccccc1	2	-2	0	-6	6	41	6	12
Cc1[nH]c2ccccc2c1C(=O)Cn1c(=O)oc2ccccc21	20	-3	-5	1	-4	4	-5	4
CCOc1ccc(N(CC(=O)Nc2ccc(C)cc2C)S(C)(=O)=O)cc1	13	6	7	-13	5	-12	-4	15
CCc1noc(C)c1C(=O)N1CCCC(CCC(=O)NCc2ccc(F)c(F)c2)C1 (centres undefined)	-1	1	23	14	2	-5	2	14
O=P(COc1ccccc1)(c1ccccc1)c1ccccc1	9	-10	-22	-10	-3	1	-33	9
COc1cccc(NC(=O)CSc2nc3ccccc3c(=O)n2CCCC(=O)NCCCN2CCOCC2)c1	-6	1	4	61*	8	6	1	10
O=C(CCc1ccccc1)NNC(=O)c1ccc(NC(=O)c2ccccc2)cc1	-6	-13	-13	-16	1	0	-8	3
O=C(NCC1CCCO1)c1ccc(Cl)c(S(=O)(=O)N2CCCCC2)c1 (centres undefined)	16	-5	-23	-1	-6	-11	3	8
COc1cc(CNC2CCCCCC2)cc(OC)c1O	-12	-21	-4	7	-2	7	14	5
CC(C)C(NC(=O)c1ccccc1NC(=O)c1ccccc1)C(=O)NNC(=O)c1ccncc1 (centres undefined)	26	-13	0	-13	1	-5	6	8
Cc1noc(C)c1C(=O)Nc1nc2ccccc2s1	19	-5	-31	2	-12	-47	-30	1
COC(=O)CSc1nc(N)c2c3c(sc2n1)C(c1ccccc1)SC(c1ccccc1)C3 (centres undefined)	-32	55*	-71	-14	6	9	-11	7
COC(=O)c1ccccc1S(=O)(=O)N1CCC(NC(=O)C(Cc2cccc(OC)c2OC)NC(C)=O)CC1 (centres undefined)	-43	0	16	1	6	-4	4	8
Cc1ccc(C(C)NC(=O)c2ccncc2)c(C)c1 (centres undefined)	17	8	3	-8	-6	4	12	12
Cc1cc(=O)oc(C)c1C(=O)N1CCCCC1	-5	-9	-28	-10	-6	-4	-1	9
CC(=O)c1ccc(OCc2cc(=O)n3ccsc3n2)cc1	16	-2	-46	2	-3	-55	-48	-4
CCCCn1c(N)c(N(CCOC)C(=O)c2ccc(Cl)c(S(=O)(=O)N3CCCCC3)c2)c(=O)[nH]c1=O	18	3	-11	-1	5	-5	10	15
CCN(CC)CCNC(=S)Nc1ccc(Cl)cc1	3	-11	6	-8	-4	2	7	-2
Cc1cccc(NC(=O)CSc2nnc([C@@H]3CCCN3C(=O)OC(C)(C)C)o2)c1C	7	7	-7	3	7	0	11	-3
CCOc1ccc(NC(=O)COc2ccc(-n3cnnn3)cc2)cc1	4	7	15	0	-2	-7	13	2
CC(NC(=O)CN1CCOCC1)c1ccc(F)cc1 (centres undefined)	-8	-10	7	4	-5	-4	3	13
COc1cc(CN2CC(=O)N(c3ccc(C)c(C)c3)C2=S)cc(OC)c1OC	-5	9	-7	9	-1	12	6	9
CN(C(=O)CCc1nnc(CCCCc2ccccc2)o1)C1CC(C)(C)NC(C)(C)C1	3	-3	-7	-8	-2	14	-3	6
O=C1CSc2ccc(C(=O)NCc3ccccn3)cc2N1	-6	0	-1	9	-2	-4	-10	11
O=C(CCN1C(=O)/C(=C/C=C/c2ccccc2)SC1=S)Nc1cccnc1	-15	38	29	-4	4	-39	7	-9
CCC(Oc1ccc(Br)cc1Cl)C(=O)Nc1nnc(C2CC2)s1 (centres undefined)	8	10	-4	1	1	-4	3	5
CCCn1c(NC(=O)c2ccc([N+](=O)[O-])o2)nc2ccccc21	-54	-34	8	-15	14	10	3	24
Cc1ccc(OCC(=O)Nc2cc(S(=O)(=O)N3CCCCC3)ccc2C)c([N+](=O)[O-])n1	11	2	-3	5	-8	0	-18	3
CC(=O)Nc1nc2ccc(NC(=O)c3ccco3)cc2s1	15	-10	-44	-10	0	-41	-33	-1
Cc1ccc(S(=O)(=O)N2CCN(CC(O)CN3CCOCC3)CC2)cc1 (centres undefined)	10	-3	-8	3	-4	-20	-10	4
CCOC(=O)C(C(=O)OCC)C(CC(=O)C1CC1)c1ccccc1 (centres undefined)	24	4	-9	1	0	-5	-16	-2
CC(C)C(=O)N1c2ccccc2NC2=C(C(=O)CCC2)C1c1ccc(N(C)C)cc1 (centres undefined)	-8	-12	15	-4	2	5	0	10
O=C(OCc1ccccc1)c1cn(-c2ccccc2)nc1-c1ccncc1	1	33	7	9	17	10	-5	27
Cc1ccc2[nH]c3c(=O)n(CC(=O)N4CC(C)CC(C)C4)ncc3c2c1 (centres undefined)	-3	-1	-15	-3	-14	-2	-4	8
Cc1cccc(C(=O)OCN2C(=O)c3ccccc3C2=O)c1[N+](=O)[O-]	-5	7	16	4	-1	6	-3	5
Cc1ccc(C(=O)OCC(=O)Nc2ccc3c(c2)OCO3)cc1S(=O)(=O)N1CCOCC1	9	-10	9	0	0	0	-3	-28
CC1CC(C)CN(S(=O)(=O)c2ccc(Oc3ccc([N+](=O)[O-])cc3)cc2)C1 (centres undefined)	-14	21	-36	9	2	10	8	13
CC(C)(C)c1ccc(C(=O)NC2CCS(=O)(=O)C2)cc1 (centres undefined)	-1	3	5	-5	-2	-7	-3	16
N#Cc1c(SCC(N)=O)nc2c(c1-c1ccc(O)cc1)CCCC2	-7	11	-10	17	13	-12	16	13
c1ccc(Nc2nc(-c3ccccn3)cs2)cc1	-6	26	-197	-15	-2	-12	-131	11
O=C(CNC(=O)c1ccc(F)cc1)c1ccc(Cl)cc1	4	6	-67	8	4	-53	-75	12
CC(=O)Nc1ccc(NC(=O)CCOc2ccccc2C)cc1	11	3	-3	0	-2	-9	-5	0
CCCOc1ccc(C(=O)N2CCN(Cc3ccc4c(c3)OCO4)CC2)cc1	-15	78*	11	4	2	19	-3	19
CC(C)c1ccc(S(=O)(=O)/N=C2/C=CC(=O)c3ccccc32)cc1	-46	.	9	-69	.	.	24	.
CCCCn1c(=O)[nH]c(=O)c2c1nc(-c1ccc(CC)c([N+](=O)[O-])c1)n2C	-5	.	-8	3	.	.	2	.

2 successive entries from above, for reference:
SMILES	APJ antagonist	EBI2 block	697 NFkB inh	UBC13 inh	CXCR6 block	Gli-Sufu block	Jurkat NFkB inh	CCR6 antagonist
COc1cccc(NC(=O)CSc2nc3ccccc3c(=O)n2CCCC(=O)NCCCN2CCOCC2)c1	-6	1	4	61*	8	6	1	10
O=C(CCc1ccccc1)NNC(=O)c1ccc(NC(=O)c2ccccc2)cc1	-6	-13	-13	-16	1	0	-8	3

The list continues.
SMILES	APJ antagonist	EBI2 block	697 NFkB inh	UBC13 inh	CXCR6 block	Gli-Sufu block	Jurkat NFkB inh	CCR6 antagonist
COCCNC(=S)N1CCc2cc(OC)c(OC)cc2C1COc1ccc(F)cc1 (centres undefined)	12	-6	-7	10	12	23	-23	-5
CSc1ccc(NC(=O)Nc2ccc(C(=O)NCC(=O)O)cc2)cc1	15	-12	-16	3	-3	-12	1	7
NC(=O)C1CC(=O)N(c2ccc(OCC(=O)Nc3ccccc3F)cc2)C1 (centres undefined)	-16	-5	-25	-7	6	-20	-44	-4
CCOc1cc(C2C(C(=O)c3ccco3)=C(O)C(=O)N2CCc2ccccc2)ccc1O (centres undefined)	6	5	14	-4	-14	-2	0	0
CCC1Oc2ccccc2N(CC(=O)NCCCN2CCN(Cc3ccccc3)CC2)C1=O (centres undefined)	14	-7	13	8	3	1	6	-4
NC(=O)C1CCN(c2oc(/C=C/c3ccc(F)cc3)nc2S(=O)(=O)c2ccccc2)CC1	0	0	-13	3	1	-9	21	7
c1ccn(-c2ncnc3sc4c(c23)CCCC4)c1	6	8	6	5	-9	7	2	4
O=S(=O)(NCC1CCN(S(=O)(=O)c2ccccc2)CC1)c1ccccc1	-10	7	8	4	-1	0	2	4
CNCCOc1ccccc1C(C)(C)C	12	-9	-21	1	6	5	1	-8
O=C(NNS(=O)(=O)c1ccc([N+](=O)[O-])cc1)c1ccc([N+](=O)[O-])cc1	-24	-4	6	6	-4	-10	3	12
O=C(CCc1c[nH]c2ccccc12)NCc1ccco1	2	0	12	4	-3	3	12	-2
COc1ccc(OC)c(C(c2nnnn2Cc2ccccc2)N2CCN(C3CCCCC3)CC2)c1 (centres undefined)	12	1	14	7	18	0	-5	26
CCc1ccc2[nH]cc(C(=O)N3CCCCCC3)c(=O)c2c1	7	5	19	-2	-4	1	1	1
COc1ccc(-n2ccnc2SCC(=O)NO)cc1	8	-5	-8	1	-7	7	-7	6
CC(C)C(=O)Nc1ccc(C(=O)N/N=C/C2CC3C=CC2C3)cc1 (centres undefined)	0	-12	17	4	-13	-7	-10	14

Sorted by value in CCR6 antagonist (highest first): some entries from above
| SMILES | APJ antagonist | EBI2 block | 697 NFkB inh | UBC13 inh | CXCR6 block | Jurkat NFkB inh | CCR6 antagonist |
| --- | --- | --- | --- | --- | --- | --- | --- |
| Cc1ccc(S(=O)(=O)N(C)C)cc1NC(=O)c1cc(C(C)(C)C)nn1Cc1ccccc1 | 2 | -2 | 0 | -6 | 6 | 6 | 12 |
| Cc1ccc2[nH]c3c(=O)n(CC(=O)N4CC(C)CC(C)C4)ncc3c2c1 (centres undefined) | -3 | -1 | -15 | -3 | -14 | -4 | 8 |
| CCc1ccc2[nH]cc(C(=O)N3CCCCCC3)c(=O)c2c1 | 7 | 5 | 19 | -2 | -4 | 1 | 1 |

(cont.)
SMILES	APJ antagonist	EBI2 block	697 NFkB inh	UBC13 inh	CXCR6 block	Gli-Sufu block	Jurkat NFkB inh	CCR6 antagonist
CCc1ccc2oc(=O)cc(CN3CCN(Cc4ccccc4)CC3)c2c1	11	16	11	4	-1	1	0	4
CCn1c(COc2cccc(C)c2)nnc1SCC(=O)NC1CCCC1	7	-7	-2	-1	-4	-14	-16	-4
NC(=S)N/N=C/c1cn(CCC(=O)O)nc1-c1cccc(Br)c1	-10	-3	3	-1	-5	14	0	6
CCCC(=O)NC(=S)c1c(C)n(C)n(-c2ccccc2)c1=O	-1	-12	13	-3	-4	-17	-7	-4
CC1CCCCN1C(=O)Cn1cnc2cc([N+](=O)[O-])ccc2c1=O (centres undefined)	-17	-10	1	-9	7	55*	23	-3
CC(C)(CO)N=C1NS(=O)(=O)c2cc([N+](=O)[O-])ccc21	-89	-12	4	2	-20	0	10	2
O=[N+]([O-])c1ccc(/C=N/NS(=O)(=O)c2ccc(Cl)cc2)o1	.	-10	.	.	3	4	.	15
CCCCN(C(=O)NC(=O)Nc1ccccc1OCC)S(C)(=O)=O	-3	-8	19	12	-3	11	-4	11
Cc1nnc(CN(C)Cc2cn[nH]c2-c2ccc(-c3ccccc3)cc2)o1	4	-3	-8	8	1	-8	-12	4
CCOC(=O)c1c(CN2CCN(C)CC2)n(-c2ccccc2)c2cc(Br)c(O)cc12	1	0	3	21	6	13	0	3
Cn1cc(C(=O)c2ccc(Cl)cc2Cl)cc1C(=O)N/N=C(\N)COc1ccc(Cl)cc1Cl	7	5	-12	-28	3	7	18	-12
Cc1ccc2c(c1)nnn2C1CCN(CC(=O)Nc2ccc(F)cc2)CC1	3	-8	-3	-3	3	5	-4	6
CC(Sc1nncn1C)C(=O)Nc1nnc(-c2ccccc2)s1 (centres undefined)	-3	-5	-44	-2	-10	-38	-8	7
O=C(Nc1ccc(N2CCOCC2)cc1)C1CC(O)CN1S(=O)(=O)c1ccc(Cl)cc1 (centres undefined)	-23	1	-8	-16	-4	-6	-7	10
O=C(Nc1ccc(F)cc1)c1ccc(-n2cncn2)c([N+](=O)[O-])c1	-14	4	13	6	-4	3	26	-6
CCN(CC)c1ccc(CNc2ccc3c(c2)ncn3C(C)(C)C)cc1	-9	2	0	8	12	6	-22	13
COc1ccc(NC(C)=O)cc1S(=O)(=O)NC(Cc1ccccc1)C(=O)O (centres undefined)	-1	6	15	8	-7	0	1	8
O=C1CSC(=NC2CCCCC2)N1	8	-6	18	13	6	12	7	7
COc1ccc(C(C)(C)C)cc1NC(=S)NCCN1CCOCC1	14	-1	5	-9	0	5	-8	7
COc1ccc(C(=O)OC(C(=O)c2ccccc2)c2ccccc2)cc1 (centres undefined)	-2	16	31	-4	9	-5	2	12
CNc1nc(-c2ccc([N+](=O)[O-])cc2)cs1	-11	4	-14	-11	12	-20	-46	-9
C[C@@H](C(=O)NCc1ccccn1)[C@@H]1C[C@@]1(C)[C@@H](NC(=O)OCc1ccccc1)c1ccccc1	9	0	11	-1	10	3	24	3
Cc1cc(C)cc(NS(=O)(=O)c2ccc3c(c2)c(=O)n(C)c(=O)n3C)c1	19	-10	20	1	4	7	-11	2
